RXFP1 antagonist = RXFP1 (human) relaxin receptor antagonism; 350,000 tested, 0.59% active; HEK293-RXFP1, relaxin-stimulated cAMP HTRF, 30 min; hits give low values; Q9HBX9; activity change, negative = inhibition, % at 57.5 µM;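 active = activity change of -60% or lower, but not beyond a set lower limit; inconclusive = change between -60% and -40%, or beyond the set limit; inactive = change above -40%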; note: % is set by controls: 0 for no effect and ±100 for the full control effect
Target sequence (Q9HBX9 whole entry, looked up): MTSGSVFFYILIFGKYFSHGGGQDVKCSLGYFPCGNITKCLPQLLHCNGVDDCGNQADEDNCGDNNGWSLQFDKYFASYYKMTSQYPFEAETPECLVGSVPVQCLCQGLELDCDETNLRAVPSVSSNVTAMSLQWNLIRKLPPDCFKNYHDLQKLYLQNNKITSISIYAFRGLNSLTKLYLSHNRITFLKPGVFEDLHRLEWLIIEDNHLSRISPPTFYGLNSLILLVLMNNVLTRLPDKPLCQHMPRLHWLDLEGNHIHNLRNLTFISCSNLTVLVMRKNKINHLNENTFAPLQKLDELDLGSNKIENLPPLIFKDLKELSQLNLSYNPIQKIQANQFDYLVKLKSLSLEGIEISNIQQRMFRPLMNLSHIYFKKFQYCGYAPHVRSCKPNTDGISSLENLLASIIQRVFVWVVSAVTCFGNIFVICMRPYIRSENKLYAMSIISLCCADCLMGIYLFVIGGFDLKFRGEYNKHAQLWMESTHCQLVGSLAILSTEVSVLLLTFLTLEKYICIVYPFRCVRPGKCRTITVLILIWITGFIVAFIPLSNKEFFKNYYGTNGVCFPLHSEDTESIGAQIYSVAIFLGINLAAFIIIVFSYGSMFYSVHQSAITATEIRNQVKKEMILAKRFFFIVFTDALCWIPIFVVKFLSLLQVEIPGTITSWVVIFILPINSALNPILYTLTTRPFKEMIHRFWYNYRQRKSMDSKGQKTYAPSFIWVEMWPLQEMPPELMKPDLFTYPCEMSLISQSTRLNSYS
APEX1 inh = APE1 (human) endonuclease inhibition | recombinant APE1, TAMRA/BHQ-2 abasic DNA cleavage fluorescence | Potency, µM (series often up to 65.8 µM), inactives show at the highest dose activity change, negative = inhibition, most hits filed as inhibitors | 350,000 tested, 0.35% active | AID 2517;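 note: potency is the fitted concentration of half-maximal effect; plate controls were vehicle for no effect and reference inhibitor for full effect; nearly all actives have a fitted effect of over 55% in size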
Target sequence (P27695 whole entry, looked up): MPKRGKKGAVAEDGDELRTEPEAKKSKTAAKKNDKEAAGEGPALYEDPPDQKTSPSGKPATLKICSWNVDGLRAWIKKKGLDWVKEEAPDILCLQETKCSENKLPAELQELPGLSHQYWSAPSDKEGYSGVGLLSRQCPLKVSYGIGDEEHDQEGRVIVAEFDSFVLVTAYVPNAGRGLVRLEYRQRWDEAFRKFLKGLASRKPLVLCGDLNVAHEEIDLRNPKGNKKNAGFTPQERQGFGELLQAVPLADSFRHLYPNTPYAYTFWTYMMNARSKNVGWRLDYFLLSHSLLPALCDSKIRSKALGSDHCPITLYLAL
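Quantitative HTS: incision of a TAMRA/BHQ-2 double-stranded substrate bearing a tetrahydrofuran abasic site by 0.75 nM APE1 raises fluorescence. Substrate 50 nM final, added after 15 min compound preincubation at room temperature; progress as third-minus-first kinetic read difference.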
Pol eta inh = inhibitors of human DNA polymerase eta. AID 588591. 390,000 tested, 1.2% active. Q9Y253. Potency, µM (doses to about 114 µM), inactives show top-dose activity change, negative = inhibition, actives largely listed as inhibitors. recombinant Pol eta, fluorescent DNA replication assay; note: potency is the fitted concentration of half-maximal effect; % is set by controls: 0 for no effect and ±100 for the full control effect
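Pol eta (10 nM) was preincubated with compounds for 15 min at room temperature, after which fluorescent replication substrate (50 nM final) was added to start the reaction. Fluorescence was read kinetically at 0 and 10 min.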
POLI inh = DNA polymerase iota (human) inhibition | Pol iota fluorescent replication assay, 10 min | 390,000 tested, 1% active | Potency, µM (highest dose often 115 µM), for inactives: at the highest dose activity, negative = inhibition, hits mostly inhibitors | AID 588590 | Q9UNA4; note: potency is the fitted concentration of half-maximal effect
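Pol iota at 10 nM preincubated 15 min with compounds at room temperature; reaction started with fluorescent substrate, 50 nM final. Fluorescence read kinetically at 0 and 10 min; buffer-only wells as negative control.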
Apoferritin bind = candidate novel general anesthetic via apoferritin binding; Potency, µM (doses to about 77.5 µM), for inactives: at the top dose activity change, negative = displacement, usual class: inhibitors; AID 485281; apoferritin/1-aminoanthracene competitive binding, fluorescence; P02791; 350,000 tested, 0.074% active; note: potency is the fitted concentration of half-maximal effect; % is set by controls: 0 for no effect and ±100 for the full control effect; nearly all actives have a fitted effect of over 20% in size
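Steps: apoferritin (10 uM) was premixed with half-saturated 1-AMA in PBS, compounds were pin-transferred, plates stood 10 min at room temperature, fluorescence was read at 380/535 nm, and curves were fitted with a Hill equation.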
POLK inh = inhibitors of human DNA polymerase kappa; Potency, µM (highest dose often 107 µM), for inactives: at the top dose activity, negative = inhibition, actives largely listed as inhibitors; purified Pol kappa, fluorescent DNA synthesis assay, 10 min; 400,000 tested, 0.53% active; AID 588579; Q9UBT6; note: potency is the fitted concentration of half-maximal effect; % is set by controls: 0 for no effect and ±100 for the full control effect
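10 nM Pol kappa preincubated 15 min at room temperature with compounds, then reaction started with substrate at 50 nM final. Fluorescence read kinetically at 0 and 10 min; buffer-only wells served as negative control.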
Pol beta inh = blocks human DNA polymerase beta activity. Pol beta primer extension/strand displacement, fluorescence kinetic. P06746. 340,000 tested, 1.3% active. Potency, µM (doses to about 114 µM), for the others: at the highest dose activity change, negative = inhibition, most hits filed as inhibitors; note: potency is the fitted concentration of half-maximal effect; % is set by controls: 0 for no effect and ±100 for the full control effect
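10 nM enzyme + cpd, 15 min RT; start with substrate 50 nM final; read 0 min and after 10 min RT. Corrected, normalized data; 4-parameter Hill curve fit.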
Tb PGK inh = blocks T. brucei phosphoglycerate kinase; P07378; PGK/GAPDH coupled, Kinase-Glo luminescence, 60 min; Potency, µM (series often up to 57.5 µM), for inactives: at the highest dose activity change, negative = inhibition, hits mostly inhibitors; 380,000 tested, 0.043% active; note: potency is the fitted concentration of half-maximal effect; % is set by controls: 0 for no effect and ±100 for the full control effect; nearly all actives have a fitted effect of over 60% in size
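Luminescent ATP detection (Kinase-Glo Plus) follows a 60-minute room-temperature incubation, with wells lacking PGK as controls. Buffer: 100 mM TEA (pH 7.6), 5 mM MgCl2, 0.01% Tween-20. Coupling enzyme GAPDH (100 nM final) supplies unstable 1,3-BPG in-well.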
BLM helicase inh = blocks DNA unwinding by human BLM helicase. P54132. recombinant BLM DNA unwinding, fluorescence dequenching. Potency, µM (series often up to 56.1 µM), for inactives: at the highest dose activity change, negative = inhibition, actives largely listed as inhibitors. 350,000 tested, 0.2% active. AID 2528;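 note: potency is the fitted concentration of half-maximal effect; plate controls were vehicle for no effect and no enzyme for full effect; nearly all actives have a fitted effect of over 35% in size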
An asterisk follows results filed as active; i = inactive; ? = inconclusive; . = no result given; [ ] = remark or other dose. Unless noted, calls come from the whole dose curve; as a rule, active = well fitted curve in the direction sought with a large enough effect; inconclusive = small, poorly fitted or top-dose-only effect, or another doubt; inactive = no such curve, though single readings can be large; an effect the other way counts as inactive or inconclusive.

molecule | RXFP1 antagonist | APEX1 inh | Pol eta inh | POLI inh | Apoferritin bind | POLK inh | Pol beta inh | Tb PGK inh | BLM helicase inh
O=S(=O)(NCc1c(Cl)cccc1Oc1ccccc1)c1ccccc1 | -31 | ? | -18% | -23% | 1% | -3% | ? | i | -15%
COc1ccc(C2=NCCn3c2c2ccc(C(F)(F)F)cc2[n+]3[O-])cc1 | . | -9% | -6% | -15% | . | -8% | . | -1% | .
O=C(CC(c1ccccc1)c1ccccc1O)NCCc1ccccc1 (stereo not drawn) | -5 | 29% | -12% | 111%[activator] | -4% | -10% | -27% | 12% | -5%
O=C(CCC(=O)N1CCOc2ccccc21)Nc1ccccc1Cl | 4 | 1% | -4% | -8% | ? | -19% | 31% | i | 0%
COc1cc(C2CC(=O)N(CC(=O)NCC3CCCO3)c3ccccc3S2)cc(OC)c1OC (stereo not drawn) | 3 | 0% | -16% | 55% | -11% | -7% | 0% | i | 2%
CCc1cc(Br)ccc1NC(=S)NCCc1ccccc1 | -6 | -7% | -13% | 7% | -14% | 4% | 3% | -1% | -6%
O=C(O)CC(Cc1ccc(Cl)cc1)C(=O)NCc1ccccc1 (stereo not drawn) | 31 | 9% | -22% | 9% | -1% | -11% | -17% | -5% | 7%
C1CNCCNCCCNCCNC1 | . | -7% | . | . | 7% | . | 23% | . | 4%
CCCCC(=O)Nc1c(C(=O)N2CCN(c3ccccc3)CC2)oc2ccccc12 | ? | . | -5% | 12% | -10% | 2% | 0% | i | -5%
CCOC(=O)C1CCN(C(=O)CSc2cc(=O)n(CC)c3ccccc23)CC1 | 19 | -3% | -4% | -5%[58.9 µM] | -3% | -16% | -1% | -3% | 3%
CC1CCCC(NC(=O)C2CCN(S(=O)(=O)N3CCC4(CC3)OCCO4)CC2)C1C (stereo not drawn) | -9 | 1% | -11% | 4% | -8% | 13% | 0% | i | -1%
NC(CCC(=O)NCS(=O)(=O)O)C(=O)O (stereo not drawn) | . | ? | -1%[57.1 µM] | ? | -5% | -3%[19.4 µM] | -7%[57.1 µM] | . | .
O=c1cc(-c2ccccc2Cl)oc2c([N+](=O)[O-])ccc(O)c12 | . | -1% | . | . | -7%[110 µM] | -7% | . | . | -2%[75.6 µM]
CS(=O)(=O)N1CCN(C(=O)Cc2ccc([N+](=O)[O-])cc2)CC1 | -2 | 5% | -3% | -8% | -4% | -11% | 15% | 6% | -2%
CCc1sc(C(=O)NC)cc1Br | 5 | 6% | 1% | 3% | -22% | -20% | 0% | -5% | 0%
CCC(C)NC(=O)C1CCN(S(=O)(=O)c2ccc3[nH]c(=O)ccc3c2)CC1 (stereo not drawn) | 13 | 22% | -6% | -21% | -8% | -20% | 0% | 1% | -2%
Cc1ccc(S(=O)(=O)NNC(=O)c2sc(NS(=O)(=O)c3ccccc3)nc2C)cc1 | -14 | 57%[activator] | -3% | 17% | 17% | -7% | -5% | 8% | -3%
OCc1ccccc1OCCOc1ccc(Cl)c2cccnc12 | -1 | 0% | -14% | 11% | -6% | -9% | -2% | 5% | 3%
COC(=O)[C@]1(Cc2ccccc2)N[C@H](CN(C)C(=O)Nc2ccc(Cl)cc2)[C@@H]2C(=O)N(Cc3ccccc3)C(=O)[C@@H]21 | . | -4% | -16% | 18% | . | 14% | . | -6% | .
CC(C)(C)C(=O)Nc1ccccc1C(=O)NCCCn1ccnc1 | 4 | -6% | -4% | 34%[activator] | -7% | 4% | 7% | -1% | -4%
CN(C)S(=O)(=O)c1cccc(NC(=O)c2cc(=O)[nH]c3ccccc23)c1 | -7 | -7% | -7% | 17% | -8% | 4% | 9% | -5% | -9%
COc1cccc2sc(/N=C/N(C)C)nc12 | 4 | -4% | -16% | 20% | -9% | 2% | 12% | -6% | 0%
O=C(COC(=O)c1ccc(-c2nnc(-c3ccccc3)o2)cc1)c1ccccc1 | -3 | 3% | ? | 32%[activator] | -3% | -9% | -1% | -3% | -3%
Cc1ccc2[nH]c(=O)c(C(c3nnnn3Cc3ccccc3)N3CCc4ccccc43)cc2c1 (stereo not drawn) | -15 | -3% | -8% | 37%[activator] | ? | -10% | -17% | 13% | -14%
COc1ccc(NC(=O)C2CCCN2S(=O)(=O)c2ccc3c(c2)CC(C)N3C(C)=O)cc1OC (stereo not drawn) | -1 | 14% | -4% | 3% | -8% | -4% | 1% | -2% | -2%
CCc1sc(C(=O)Nc2nc(C)cs2)cc1C | ? | 20% | -17% | 68%[activator] | -11% | -9% | 12% | -7% | -5%
O=c1c2ccccc2nc2ccc(NCc3cccs3)nn12 | -2 | -4% | -19% | 38% | -7% | -4% | 14% | 0% | -6%
O=S(=O)(Nc1c(F)cccc1F)c1ccc(Cl)nc1 | -10 | 21% | -3% | -4% | . | -14% | . | 9% | .
C#CC(C)(CC)NC(=O)Cn1nnc(-c2ccc(OCc3ccccc3F)cc2)n1 (stereo not drawn) | -1 | . | 3% | 33%[activator] | -7% | -11% | 1% | -3% | -2%
Cc1nn(C)c(Cl)c1CN1CCCC(CCC(=O)NCc2ccccc2F)C1 (stereo not drawn) | -2 | -1% | -17% | 69%[activator] | -5% | 8% | -4% | -2% | -1%
COc1cc(S(=O)(=O)N2CCOCC2)ccc1NC(=O)COC(=O)c1cc(OC)c(OC)c(OC)c1 | 1 | 24% | -4% | 26% | . | -6% | . | -7% | .
O=C(NN1C(=O)c2ccccc2NC1c1ccc([N+](=O)[O-])o1)c1ccc(Br)cc1 (stereo not drawn) | -2 | 3% | -10% | -5% | -15% | -15% | 2% | -10% | -4%
CCCC1OC23CCCCC2C(C#N)(C#N)C1(C#N)C(=N)O3 (stereo not drawn) | -2 | 0% | 2% | 51%[activator] | 265%[activator] | -9% | -18% | i | -11%
Cn1cc(/C=C(\NC(=O)c2ccccc2)C(=O)N2CCOCC2)c2ccccc21 | -3 | 15% | -6% | 36%[activator] | -11% | -2% | 11% | -4% | -1%
NS(=O)(=O)c1ccc(CCNC(=O)CSc2ccc(Cl)cc2Cl)cc1 | -6 | -8% | 0% | 42%[activator] | 0% | -6% | -4% | -11% | -5%
CCOC(=O)c1ccc(NC(=O)NC(C)C2CCCO2)cc1 (stereo not drawn) | 13 | 1% | 3% | -1% | 3% | -19% | -10% | -8% | -1%
Cn1c(=O)n(C)c2cc([N+](=O)[O-])c(N3CCN(C(=O)c4ccc(Cl)cc4)CC3)cc21 | -8 | -7% | -7% | -34% | -15% | 4%[60.1 µM] | 24% | -10% | -1%
CC(C)CCNC(=O)C(=O)Nc1ccccc1 | -18 | 1% | -18% | 20% | -14% | -5% | -4% | -2% | 1%
Cc1coc2c1c(C)cc1oc(=O)c(CC(=O)NCC(=O)N[C@H](C(=O)O)C(C)C)c(C)c12 | 21 | -5% | 7% | -5% | 63%[activator] | -9% | -2% | -2% | -1%
COc1ccc(S(=O)(=O)N2CCCN(CC(=O)C(C)(C)C)CC2)cc1 | -5 | 15% | 7% | 11% | -13% | -2% | 58% | 8% | -1%
O=S(=O)(c1ccccc1)N1CCN(S(=O)(=O)N2CCCCC2)CC1 | -4 | -7% | 7% | -26% | -9% | 0% | 31% | -3%[11.5 µM] | -2%
O=C1C=C(N2CCCCCC2)C(=O)N1c1ccc(Cl)cc1 | -11 | 3% | -10% | 10% | -2% | 6% | -27% | -6% | -6%
COc1cc(C=O)ccc1OC(=O)c1ccncc1 | -6 | -1% | -19% | -5% | -5% | 4%[60.1 µM] | -17% | -7% | 1%
COC(=O)c1c(C)sc(-c2c(-c3cccc(OC)c3)[nH]c3c2c(=O)[nH]c(=O)n3C)c1O | -1 | . | . | 25% | -20% | -11% | 0% | . | -5%
O=S(=O)(c1c(F)cccc1F)C1CCN(S(=O)(=O)c2ccc3c(c2)OCCO3)CC1 | . | 20% | 0% | 7% | . | -3% | . | -1% | .
CCCCC(=O)NNC(=S)NC(=O)CCC | -14 | 2% | 14% | 17% | 8% | -2% | 27% | -10% | 1%
O=C(O)c1ccccc1C(=O)NNc1ccc(Cl)cc1 | -2 | 0% | 1% | 23% | ? | -6% | 19% | -4% | -1%
CC(=O)c1ccccc1OC(=O)c1c(F)cccc1F | 5 | 0% | -4% | 30% | -14% | 15% | -3% | i | -2%
Cc1nc2ccc(C(=O)N/N=C/c3cc([N+](=O)[O-])ccc3O)cc2[nH]1 | -4 | 25% | ? | -9% | -4% | -4% | ? | i | -10%
CC1CCN(C(=O)c2ccc(COc3ccccc3Cl)o2)CC1 | -5 | -1% | -15% | -10% | -11% | -7% | -3% | i | -10%

Next section:
molecule | RXFP1 antagonist | APEX1 inh | Pol eta inh | POLI inh | Apoferritin bind | POLK inh | Pol beta inh | Tb PGK inh | BLM helicase inh
Cc1ccc(N2C(=O)C3C(c4ccccc4)N4CCCN4C3(C)C2=O)cc1 (stereo not drawn) | 2 | 19% | -9% | 5% | 2% | -9% | -1% | -7% | 4%
COc1ccccc1NC(=O)C1CCCN(S(=O)(=O)c2ccc3[nH]c(=O)ccc3c2)C1 (stereo not drawn) | -18 | 19% | 0% | -6% | -16% | -12% | 5% | 0% | -2%
Cc1cc(Nc2ccc(Cl)cc2)nc(NCc2ccccc2)n1 | -14 | 1% | -27% | 10% | ? | -25% | 13% | -3% | -5%
COC(=O)c1cc(NC(=O)CN(c2ccc3c(c2)OCO3)S(C)(=O)=O)ccc1Cl | -34 | -3% | ? | -4% | -16% | -8% | 10% | -5% | -7%
COc1ccc(-c2ccc3oc(-c4ccsc4)cc(=O)c3c2)cc1F | . | 35% | -3% | 0% | . | 16% | . | -5% | .
O=C(CNS(=O)(=O)c1ccccc1)N/N=C\c1ccc(Cl)cc1 | 10 | 29% | -22% | 6% | ? | -7% | 8% | 10% | 3%

This is a subset; the hit share may differ from the screen's.
